RXFP1 ag – RXFP1 (human) receptor agonism. HEK293T-RXFP1 cAMP TR-FRET, 30 min; response scale: percent of porcine relaxin response, buffer zero. Potency, µM (titrated, usually from 57.5 µM), without a hit: top-dose activation, hits mostly activators. 370,000 compounds, 0.3% hits; further: potency means the concentration at half of the fitted maximal effect; on the % scale 0 is the no-effect control and ±100 the full control effect; nearly all actives have a fitted effect of over 60% in size; many of its hits are not listed in these tables
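HEK293T cells stably expressing RXFP1 were pretreated with the PDE4 inhibitor Ro 20174, exposed to compounds for 30 min at 37C, lysed, and cAMP was read by TR-FRET. Data normalized to buffer (basal) and 29 nM porcine relaxin (100%).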
D1 antagonist – blocks dopamine activation of the human D1 receptor. HEK293 TREx D1 cells, calcium flux, dopamine EC80; active compounds read low. activity change, negative = inhibition, % at 10 µM. 360,000 compounds, 3.2% hits. AID 504652; in the data active means activity change below about -30%; further: on the % scale 0 is the no-effect control and ±100 the full control effect
Target sequence (P21728 whole entry, looked up): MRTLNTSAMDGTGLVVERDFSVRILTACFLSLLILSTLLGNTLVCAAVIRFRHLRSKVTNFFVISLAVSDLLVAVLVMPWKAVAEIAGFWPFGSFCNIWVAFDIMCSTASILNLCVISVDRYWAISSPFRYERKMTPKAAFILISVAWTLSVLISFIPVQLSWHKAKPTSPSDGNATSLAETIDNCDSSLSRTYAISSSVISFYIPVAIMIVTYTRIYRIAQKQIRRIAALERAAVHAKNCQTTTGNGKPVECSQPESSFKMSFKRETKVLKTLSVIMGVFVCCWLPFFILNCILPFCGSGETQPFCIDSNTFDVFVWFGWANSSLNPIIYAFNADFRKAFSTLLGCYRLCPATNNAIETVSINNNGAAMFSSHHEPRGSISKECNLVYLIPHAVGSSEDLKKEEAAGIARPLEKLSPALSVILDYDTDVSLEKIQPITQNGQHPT
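Tetracycline-induced HEK293 T-REx cells with force-coupled D1 receptor were loaded with a no-wash calcium dye. Compound was added after a 10 s baseline and read kinetically for 180 s; EC80 dopamine was then added and calcium flux followed another 180 s.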
D2 potentiator – positively modulates the human D2 dopamine receptor allosterically | P14416 | HEK293 T-REx D2, calcium flux, EC20 dopamine potentiation | potentiation, % at 10 µM | 340,000 compounds, 0.34% hits;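 active means potentiation over 3 SD above the plate norm, cut at about 30% in these data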; further: 0% is about no effect
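Potentiation of an EC20 dopamine calcium response is measured in a force-coupled, tetracycline-inducible Hek293 Trex D2 line. Compound-only kinetic reads over 180 s flag agonists before dopamine addition.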
D1 agonist – activates the human D1 dopamine receptor; HEK293 T-REx D1 cells, calcium flux, agonist mode; 360,000 compounds, 1% hits; activation, % at 2 µM; in the data active means activation above about 30%; further: 0% is about no effect
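Inducible HEK293 T-REx D1 cells, force-coupled to calcium signalling, were plated at 4000 cells/well with tetracycline and held overnight at 30 C. After no-wash calcium dye loading, compound-evoked calcium rise over 180 s flagged agonists.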
LDHA block – LDHA (human) enzyme inhibition | activity change, % (values are at about 110 or 230 µM) | 480,000 compounds, 0.15% hits | purified LDHA, NADH/diaphorase-resazurin fluorescence; active compounds read low | AID 1347041; in the data active means activity change below about -30%; inconclusive means mostly about -25% to -30%;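 further: plate controls were DMSO wells for no effect and wells without enzyme for full effect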
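LDH5 2 nM; NADH 0.06 mM, pyruvate 0.2 mM; 200 mM Tris pH 7.4, EDTA, Tween-20; 5 min RT. Detection: diaphorase 0.133 mg/mL + resazurin 37 µM, fluorescence ex540/em590 at 0 and 20 min; normalized to enzyme-free and DMSO wells.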
D1 PAM – enhances dopamine response at the human D1 receptor. AID 504651. 360,000 compounds, 0.036% hits. HEK293 TREx D1 cells, calcium flux, dopamine EC20 potentiation. potentiation, % at 10 µM; in the data active means potentiation above about 30%; further: 0% is about no effect
Glioma ERSR ind – ER stress response induction in glioma; 420,000 compounds, 0.02% hits; U87-MG GRP78 promoter luciferase reporter, 16 h; Potency, µM, without a hit: top-dose activation, hits mostly activators; further: potency means the concentration at half of the fitted maximal effect; series mostly up to about 76 µM; % of control where 0% means no effect; nearly all actives have a fitted effect of over 35% in size
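Stably transfected U87-MG human glioma cells carrying a GRP78-based luminescent sensor were seeded at 1000 cells/well, pin-dosed with compounds and incubated 16 h. Luciferase reagent was then added, and end-point luminescence was read after 10 min at room temperature.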
Vif-APOBEC3F blk – Vif-A3F binding inhibition; 390,000 compounds, 0.2% hits; Potency, µM (series often up to 46.1 µM), for inactives: at the top dose activity, negative = active; HeLa A3F-eYFP + Vif (tagged APOBEC3F with the HIV-1 protein that degrades it), YFP fluorescence increase; AID 602313; further: potency means the concentration at half of the fitted maximal effect; % of control where 0% means no effect; nearly all actives have a fitted effect of over 65% in size
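HeLa cells stably expressing Vif plus C-terminally eYFP-tagged A3F were seeded, incubated overnight at 37 deg C, dosed with compound, incubated overnight again at 37 deg C. Yellow fluorescence (Ex 488/Em 500-530) reported blocked Vif-mediated A3F-eYFP degradation.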
Vif-A3G inh – Vif-A3G binding inhibition; 410,000 compounds, 0.076% hits; Potency, µM (titrated, usually from 46.1 µM), for the others: at the top dose activity, negative = active, hits mostly inhibitors; Q9HC16; AID 602310; HeLa A3G-eYFP + Vif (tagged APOBEC3G with the HIV-1 protein that degrades it), YFP fluorescence, overnight;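 further: potency means the concentration at half of the fitted maximal effect; on the % scale 0 is the no-effect control and ±100 the full control effect; nearly all actives have a fitted effect of over 60% in size; hits raise eYFP signal because A3G escapes Vif-driven loss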
Target sequence (Q9HC16 whole entry, looked up): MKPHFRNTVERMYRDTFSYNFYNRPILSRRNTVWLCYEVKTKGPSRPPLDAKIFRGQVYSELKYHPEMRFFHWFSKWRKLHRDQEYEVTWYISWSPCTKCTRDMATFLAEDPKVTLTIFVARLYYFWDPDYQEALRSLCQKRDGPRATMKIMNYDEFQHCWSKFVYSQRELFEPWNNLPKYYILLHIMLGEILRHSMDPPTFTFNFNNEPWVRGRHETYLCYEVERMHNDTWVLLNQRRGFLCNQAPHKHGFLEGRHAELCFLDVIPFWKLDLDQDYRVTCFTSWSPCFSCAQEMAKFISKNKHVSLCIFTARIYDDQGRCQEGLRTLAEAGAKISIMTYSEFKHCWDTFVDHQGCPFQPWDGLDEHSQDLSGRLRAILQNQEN
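HeLa cells stably expressing Vif and C-terminally eYFP-tagged A3G, seeded overnight at 37 deg C, then exposed to compound by pintool overnight at 37 deg C. Rise in yellow fluorescence (Ex 488/Em 500-530, Acumen) marks blocked Vif-driven A3G degradation.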
* = called active by the depositor; ? = inconclusive; / = no result given; & = joins results of further samples. Unless noted, the call rests on the fitted dose curve; in most records, active means well fitted curve in the direction sought with a large enough effect; inconclusive means small, poorly fitted or top-dose-only effect, or another doubt; inactive means no such curve, though single readings can be large; an effect the other way counts as inactive or inconclusive. These rows are one share of the data; rates above refer to the full screens.

Preview, nine compounds:
The line under a structure holds: RXFP1 ag	D1 antagonist	D2 potentiator	D1 agonist	LDHA block	D1 PAM	Glioma ERSR ind	Vif-APOBEC3F blk	Vif-A3G inh
> O=S(=O)(c1ccc(Cl)cc1)N1CCCC1c1cccnc1 (stereo not drawn)
 : 0.6%	4.9	/	0.9	0.4	2.8	-3.5%	-9.9%	0.8%
> Cc1ccc2c(c1)CC1(CN2C)C(=O)NC(=O)N(CCc2ccccc2)C1=O (stereo not drawn)
 : -1.2%	/	6.9	2.9	0.0	-0.3	-0.7%	-8.7%	0.3%
> COC(=O)N(C)c1ccc(C(O)(C(=O)OC)C(F)(F)F)cc1 (stereo not drawn)
 : 0.3%	-13.2	13.9	7.8	-1.7	-3.8	-2.6%	0.3%	0.2%
> CCC[C@H](N[C@@H](CCC)[C@H](O)c1ccccc1)[C@H](O)c1ccccc1
 : /	/	/	/	-2.2	/	-2.1%	-1.8%	-1.5%
> C[N+](C)(N)CCOC(=O)C(O)(c1ccccc1)C1CCCCC1 (stereo not drawn)
 : /	/	/	/	-4.5	/	-0.4%	3.5%	2.5%
> Oc1ccc(O)c2c1C1(Cl)C(Cl)=C(Cl)C2(Cl)C1(Cl)Cl
 : /	/	/	/	-2.4	/	-12.3%	7.7%	-0.9%
> Cc1ccccc1N1C(=O)/C(=C/c2ccco2)C(=O)NC1=S
 : -0.1%	-16.5	/	0.3	/	-3.0	/	/	/
> O=c1[nH]c(=S)n(C2CC2)c(O)c1C=NCc1ccc(F)cc1
 : 25.1µM*	-5.7	5.0	1.3	-7.9	-6.6	-1.5%	-11.8%	-2.3%
> Cc1ccc(-n2c(/C=C/c3cccc(C(F)(F)F)c3)nc3ccccc3c2=O)cc1
 : 17.3%	11.5	9.9	-0.8	0.0	-0.6	-1.6%	0.4%	0.3%

The listing, from the start:
The line under a structure holds: RXFP1 ag	D1 antagonist	D2 potentiator	D1 agonist	LDHA block	D1 PAM	Glioma ERSR ind	Vif-APOBEC3F blk	Vif-A3G inh
> O=S(=O)(c1ccc(Cl)cc1)N1CCCC1c1cccnc1 (stereo not drawn)
 : 0.6%	4.9	/	0.9	0.4	2.8	-3.5%	-9.9%	0.8%
> Cc1ccc2c(c1)CC1(CN2C)C(=O)NC(=O)N(CCc2ccccc2)C1=O (stereo not drawn)
 : -1.2%	/	6.9	2.9	0.0	-0.3	-0.7%	-8.7%	0.3%
> COC(=O)N(C)c1ccc(C(O)(C(=O)OC)C(F)(F)F)cc1 (stereo not drawn)
 : 0.3%	-13.2	13.9	7.8	-1.7	-3.8	-2.6%	0.3%	0.2%
> CCC[C@H](N[C@@H](CCC)[C@H](O)c1ccccc1)[C@H](O)c1ccccc1
 : /	/	/	/	-2.2	/	-2.1%	-1.8%	-1.5%
> C[N+](C)(N)CCOC(=O)C(O)(c1ccccc1)C1CCCCC1 (stereo not drawn)
 : /	/	/	/	-4.5	/	-0.4%	3.5%	2.5%
> Oc1ccc(O)c2c1C1(Cl)C(Cl)=C(Cl)C2(Cl)C1(Cl)Cl
 : /	/	/	/	-2.4	/	-12.3%	7.7%	-0.9%
> Cc1ccccc1N1C(=O)/C(=C/c2ccco2)C(=O)NC1=S
 : -0.1%	-16.5	/	0.3	/	-3.0	/	/	/
> O=c1[nH]c(=S)n(C2CC2)c(O)c1C=NCc1ccc(F)cc1
 : 25.1µM*	-5.7	5.0	1.3	-7.9	-6.6	-1.5%	-11.8%	-2.3%
> Cc1ccc(-n2c(/C=C/c3cccc(C(F)(F)F)c3)nc3ccccc3c2=O)cc1
 : 17.3%	11.5	9.9	-0.8	0.0	-0.6	-1.6%	0.4%	0.3%
> C=Cc1ccc(Cn2c(C)c(CNCCc3cc(OC)ccc3OC)c(C(=O)O)c2C)cc1
 : -1.0%	14.8	4.7	-2.3	-3.0	-0.4	-3.7%	1.8%	0.1%
> COCC(C)OC(=O)c1c(N)n(Cc2ccco2)c2nc3ccccc3nc12 (stereo not drawn)
 : 6.3%	25.6	12.9	7.9	-3.4	-0.9	-1.6%	-1.1%	-6.5%
> O=c1c2ccccc2nc(-c2ccco2)n1-c1cccnc1
 : 3.4%	-13.7	2.7	2.9	-2.2	3.3	-4.6%	-12.6%	0.4%
> CCCCCn1c(=O)c(C(=O)Nc2ccccn2)c(O)c2ccccc21
 : -0.1%	-14.1	-1.2	0.5	0.3	2.2	-2.5%	-7.5%	0.9%
> O=c1[nH]c(=O)n(-c2cccc3ccccc23)c(O)c1/C=N/N1CCCCC1c1cccnc1 (stereo not drawn)
 : -0.4%	-11.6	8.8	3.5	1.8	-5.4	1.2%	?	-15.9%
> CCN(CC)c1ccc(/C=C2\C(=O)NC(=O)N(Cc3ccco3)C2=O)cc1
 : 6.8%	-45.7*	-9.9	2.4	-7.2	-3.9	-5.1%	-23.2%	-3.3%
> O=C1c2cccc3cccc(c23)C(=O)N1/N=C/c1c(O)n(-c2ccccc2)c(=O)[nH]c1=O
 : 7.1%	-8.2	15.8	-1.0	-2.2	-0.2	-8.3%	-10.7%	3.8%
> CCOc1cc(CN2CCN(C(=O)Cc3ccccc3)CC2)ccc1OC
 : -1.5%	16.3	-2.2	5.0	-13.2	2.1	-3.5%	-11.0%	9.9%
> COc1ccc(-n2c(/C=C/c3cccc(F)c3)nc3ccccc3c2=O)cc1Cl
 : -0.5%	2.9	6.6	-1.9	-4.6	-2.6	-1.1%	-11.5%	-3.3%
> Cc1cc(/C=C2\C(=O)NC(=O)N(c3ccc(F)cc3)C2=O)c(C)n1-c1ccc(C(=O)O)cc1
 : -0.2%	6.9	-8.7	24.0	0.3	-2.1	-3.9%	1.6%	-0.9%
> COC(=O)C(C)Oc1cc(C)cc2oc(=O)c3c(c12)CCC3 (stereo not drawn)
 : 6.8%	7.3	/	6.7	-4.9	-6.5	-2.6%	12.1%	2.6%
> CCC(CO)(C(=O)OC1C[N+]2(C)CCC1CC2)c1ccccc1 (stereo not drawn)
 : -2.4%	3.7	4.7	3.9	-7.7	-7.7	2.1%	6.0%	0.2%
> Cc1ccc(NC(=O)Cn2cc(C(=O)c3ccccc3)c3ccccc32)c(C)c1
 : 0.4%	-3.3	2.1	2.7	-11.0	-4.2	-1.1%	6.8%	-0.1%
> NCCc1cc(O)c(O)cc1O
 : /	/	/	/	3.7&-1.7	/	-1.6%&-2.3%&-4.5%&-1.6%	0.9%&2.2%	1.8%&2.3%
> COc1cc(C(CN)CC(=O)O)ccc1O (stereo not drawn)
 : -1.6%	-26.1	1.6	2.2	3.0	-8.3	-2.8%	-11.7%	-0.2%
> C=CCn1c(O)c(/C=N/N2CCOCC2)c(=O)[nH]c1=S
 : 2.2%	6.6	8.8	0.3	-8.2	-2.2	-2.0%	0.2%	1.7%
> Clc1ccc(CN2CCNCC2)cc1
 : -1.3%	3.1	-6.0	7.3	-2.0	-0.8	0.3%	-0.8%	-1.2%
> COc1ccc(-n2c(O)c(C(C)=NCC3CCCO3)c(=O)[nH]c2=O)cc1 (stereo not drawn)
 : -3.6%	-3.0	-2.8	1.4	-7.3	0.4	-3.0%	-8.3%	2.9%
> CC(C)COC(=O)c1ccccc1C(=O)OCC(C)C
 : 0.0%	5.5	-5.4	1.2	3.4	-3.5	-1.6%	-4.2%	-0.4%
> C=CCn1c(=O)c(C=Nc2cccc([N+](=O)[O-])c2)c(O)n(CCCC)c1=O
 : 2.5%	-25.7	-1.4	0.6	2.1	-6.3	-2.5%	-15.7%	?

Entries of single compounds, quoted from the list. Order of screens: RXFP1 ag, D1 antagonist, D2 potentiator, D1 agonist, LDHA block, D1 PAM, Glioma ERSR ind, Vif-APOBEC3F blk, Vif-A3G inh
C=Cc1ccc(Cn2c(C)c(CNCCc3cc(OC)ccc3OC)c(C(=O)O)c2C)cc1 across the screens: -1.0%, 14.8, 4.7, -2.3, -3.0, -0.4, -3.7%, 1.8%, 0.1%
C=CCn1c(=O)c(C=Nc2cccc([N+](=O)[O-])c2)c(O)n(CCCC)c1=O across the screens: 2.5%, -25.7, -1.4, 0.6, 2.1, -6.3, -2.5%, -15.7%, ?
